# VHR inh abs: VHR1 phosphatase inhibitors, primary screen, biochemical, absorbance, uHTS | Dual specificity protein phosphatase 3 (Homo sapiens), P51452 | recombinant VHR phosphatase, pNPP absorbance | inhibition, % at 13.3 µM | hit rate 0.52% among 290,000; in the data active = inhibition above about 50%; also: some compounds called inactive have numbers as strong as hits
# PrPC surface inh: inhibitors of human cell surface prion protein PrPC, primary screen, cell-based, TR-FRET; inhibition, % at 13.8 µM; TR-FRET read-out; AID 720596, 2013; hit rate 0.43% among 370,000; in the data active = inhibition above about 24%; also: 0% = median of the test wells and 100% = reference compound wells
# Vc quorum ag: inducers of Vibrio cholerae quorum light production without autoinducers, primary screen, BH1578 luxS cqsA deficient, single point; V. cholerae BH1578 lux reporter, luminescence, 6 h; hit rate 0.16% among 350,000; AID 588436, 2011; activation, % at 18.7 µM; in the data active = activation mostly above about 9.7%, no sharp cut-off; also: not every result past the cut was called active; inactives centre near 0; reference of the scale not given here
# 3CLpro inhibitor: SARS-CoV 3CLpro protease inhibitors, primary screen, biochemical, quenched FRET | AID 1706, 2009 | recombinant SARS-CoV 3CLpro, quenched FRET peptide cleavage | Replicase polyprotein 1ab (Severe acute respiratory syndrome coronavirus), P0C6X7 | inhibition, % at 6 µM | hit rate 0.14% among 290,000; in the data active = inhibition above about 12%
# TcdB inh: TcdB glycohydrolase inhibitors, primary screen, biochemical, single point, plate reader; TcdB glycohydrolase enzymatic assay; Toxin B (Clostridioides difficile), P18177; hit rate 0.24% among 350,000; inhibition, % at 9.99 µM; AID 652162, 2013; in the data active = inhibition above about 10%
# Target sequence (P18177 whole entry, looked up): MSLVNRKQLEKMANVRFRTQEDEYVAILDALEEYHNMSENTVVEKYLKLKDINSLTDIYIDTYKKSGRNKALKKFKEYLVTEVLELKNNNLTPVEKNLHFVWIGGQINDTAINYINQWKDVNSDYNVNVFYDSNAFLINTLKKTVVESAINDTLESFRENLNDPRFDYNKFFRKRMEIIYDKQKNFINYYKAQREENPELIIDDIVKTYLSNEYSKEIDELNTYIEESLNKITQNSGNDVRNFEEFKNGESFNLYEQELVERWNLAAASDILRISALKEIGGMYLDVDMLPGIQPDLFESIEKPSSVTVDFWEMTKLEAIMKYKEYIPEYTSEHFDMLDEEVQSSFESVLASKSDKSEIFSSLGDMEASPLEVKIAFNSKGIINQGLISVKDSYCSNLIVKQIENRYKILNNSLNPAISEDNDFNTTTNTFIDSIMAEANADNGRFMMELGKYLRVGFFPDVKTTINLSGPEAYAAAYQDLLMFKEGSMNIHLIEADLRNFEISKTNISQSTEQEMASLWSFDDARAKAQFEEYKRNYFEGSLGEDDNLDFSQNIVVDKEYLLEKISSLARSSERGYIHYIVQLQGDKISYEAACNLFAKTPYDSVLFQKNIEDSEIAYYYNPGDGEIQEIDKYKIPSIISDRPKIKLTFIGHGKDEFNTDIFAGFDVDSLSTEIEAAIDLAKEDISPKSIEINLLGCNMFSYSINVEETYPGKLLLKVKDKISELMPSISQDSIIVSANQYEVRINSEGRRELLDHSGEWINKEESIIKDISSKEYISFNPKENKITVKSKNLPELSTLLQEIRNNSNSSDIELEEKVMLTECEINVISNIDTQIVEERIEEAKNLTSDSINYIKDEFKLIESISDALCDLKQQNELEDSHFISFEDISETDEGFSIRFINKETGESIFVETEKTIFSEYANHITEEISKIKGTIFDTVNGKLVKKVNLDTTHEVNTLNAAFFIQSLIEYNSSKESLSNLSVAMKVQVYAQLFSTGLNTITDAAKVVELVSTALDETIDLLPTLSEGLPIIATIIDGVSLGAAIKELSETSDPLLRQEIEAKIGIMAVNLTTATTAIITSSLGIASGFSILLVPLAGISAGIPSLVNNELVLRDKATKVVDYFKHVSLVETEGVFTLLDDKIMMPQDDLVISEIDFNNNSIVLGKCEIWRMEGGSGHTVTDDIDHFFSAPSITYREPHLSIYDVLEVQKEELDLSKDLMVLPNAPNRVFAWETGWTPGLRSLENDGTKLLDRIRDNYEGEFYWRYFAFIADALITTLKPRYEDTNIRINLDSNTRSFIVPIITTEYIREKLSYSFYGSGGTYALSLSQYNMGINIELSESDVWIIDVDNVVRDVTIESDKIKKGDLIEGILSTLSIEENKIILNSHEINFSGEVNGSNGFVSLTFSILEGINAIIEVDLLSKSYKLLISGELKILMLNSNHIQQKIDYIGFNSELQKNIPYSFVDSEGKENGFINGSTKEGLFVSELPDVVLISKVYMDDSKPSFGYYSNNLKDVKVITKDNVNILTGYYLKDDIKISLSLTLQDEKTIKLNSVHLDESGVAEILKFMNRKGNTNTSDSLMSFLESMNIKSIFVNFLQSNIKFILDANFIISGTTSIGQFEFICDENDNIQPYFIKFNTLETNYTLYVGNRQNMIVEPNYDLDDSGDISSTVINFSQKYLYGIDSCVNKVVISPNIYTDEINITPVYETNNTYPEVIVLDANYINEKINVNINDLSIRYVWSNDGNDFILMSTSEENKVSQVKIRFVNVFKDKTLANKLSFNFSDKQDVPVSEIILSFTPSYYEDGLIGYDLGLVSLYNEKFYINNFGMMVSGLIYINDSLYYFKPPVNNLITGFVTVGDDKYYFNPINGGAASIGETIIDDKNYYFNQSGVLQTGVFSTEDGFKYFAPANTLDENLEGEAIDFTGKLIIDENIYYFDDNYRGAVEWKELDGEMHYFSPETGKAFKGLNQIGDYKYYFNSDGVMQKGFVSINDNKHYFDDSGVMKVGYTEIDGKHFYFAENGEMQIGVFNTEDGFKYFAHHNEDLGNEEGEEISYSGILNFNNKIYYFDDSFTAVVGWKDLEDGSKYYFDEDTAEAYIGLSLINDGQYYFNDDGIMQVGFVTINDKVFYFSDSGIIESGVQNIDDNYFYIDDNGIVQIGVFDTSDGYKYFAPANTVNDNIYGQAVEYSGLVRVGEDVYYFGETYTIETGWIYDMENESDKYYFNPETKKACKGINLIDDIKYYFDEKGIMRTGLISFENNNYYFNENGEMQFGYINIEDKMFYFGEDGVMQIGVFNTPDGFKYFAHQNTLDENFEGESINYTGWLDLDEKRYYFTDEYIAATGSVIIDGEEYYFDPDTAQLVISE
# Y pestis TopoI: Yersinia pestis topoisomerase I inhibitors, primary screen, biochemical, cleavage product accumulation, plate reader, single point. DNA topoisomerase I (Yersinia pestis CO92). Y. pestis Topo-I cleavage product accumulation. activity, % at 10 µM. hit rate 0.064% among 360,000; in the data active = activity above about 50%, passing the limit was not always enough; also: inactives centre near 2
# Rv3671c protease: Rv3671c serine protease inhibitors, primary screen, biochemical, fluorescence polarization, M. tuberculosis H37Rv; hit rate 0.048% among 320,000; P9WHR9; inhibition, % at 5.96 µM; in the data active = inhibition above about 38%;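 also: extracellular domain of Rv3671c used as enzyme; 0% = enzyme with DMSO and 100% = no enzyme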
# CCHF vOTU inh: CCHFV vOTU protease inhibitors, primary screen, biochemical, Pep-AMC substrate, fluorescence. Crimean-Congo hemorrhagic fever virus L polyprotein viral ovarian tumor (vOTU) protease …. inhibition, % at 11.5 µM. hit rate 0.55% among 370,000. AID 651958, 2012; in the data active = inhibition above about 30%; also: 0% = vehicle wells with enzyme and 100% = no enzyme wells
# MazF activator: activators of E. coli MazEF toxin-antitoxin RNase, primary screen, biochemical, fluorescence, uHTS; AID 504720, 2011; FAM/BHQ RNA-DNA oligo cleavage fluorescence, 5 h; activation, % at 20 µM; hit rate 0.32% among 350,000; in the data active = activation above about 50%
# SSB-PriA inh: inhibitors of Klebsiella pneumoniae PriA binding to SSB C-terminal tail, primary screen, biochemical, AlphaScreen; PriA–SSB C-terminal tail interaction (Klebsiella pneumoniae); AlphaScreen SSBct-PriA binding, biotinylated peptide; inhibition, % at 33 µM; hit rate 0.6% among 430,000; AID 1272365, 2023; in the data active = inhibition mostly above about 37%, no sharp cut-off; inactive = mostly below about 20%;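 also: plate controls were negative control peptide for no effect and reference peptide for full effect; strong numbers were not always called active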
# * hit, by the source's call; i = inactive; / = not tested or not shown; & = joins results of further samples. Only part of the results is shown; rates above refer to the full screens.
(1) COc1ccccc1CNC(=O)C1CCCN(S(=O)(=O)c2ccc3c(c2)C(C)(C)C(=O)N3C)C1 (stereo unspecified)
(2) COc1ccc(C(=O)N2CCCC(C(=O)c3ccccc3OC)C2)cc1OC (stereo unspecified)
(3) COc1ccc(CC(=O)Nc2cc(Cl)ccc2N2CCCC2)cc1
(4) O=C(CN1C(=O)c2cccnc2Oc2ccc(Cl)cc21)NCCc1ccccc1
(5) Cc1cc(C(=O)COC(=O)c2cc(Cl)ccc2N)c(C)n1Cc1ccco1
(6) COc1ccc(-c2nnn3c2nc(NCc2ccccc2)c2ccccc23)cc1
(7) Cc1cc(Nc2ccc(F)cc2F)n2nc(C)nc2n1
(8) CC(=O)Nc1ccc(NC(=O)C(C)OC(=O)c2cc(S(=O)(=O)N3CCOCC3)ccc2Cl)cc1 (stereo unspecified)
Assay by compound	1	2	3	4	5	6	7	8
VHR inh abs	17	-26	10	13	4	6	-12	/
PrPC surface inh	0	4	-2	0	8	-2	-3	-8
Vc quorum ag	-0.2	-0.2	-0.5	-0.1	-0.2	0.6	-0.4	i
3CLpro inhibitor	1	-2	5	-4	2	0	0	/
TcdB inh	-0.6	1.5	0.8	-0.1	0.1	1.0	0.9	0.6
Y pestis TopoI	16	5	29	15	2	-10	6	-15
Rv3671c protease	-4	-10	10	-4	-7	1	4	-3
CCHF vOTU inh	3	4	11	6	0	-12	1	-2
MazF activator	6	5	4	-7	0	-3	6	2
SSB-PriA inh	-9	-13	10	-7	-1	-4	-9	-3

(9) Cc1ccc(-c2cc(C(=O)N3CCN(c4ccc(F)cc4)CC3)c3ccccc3n2)o1
(10) Cc1ccc(-n2c(Cc3ccccc3)n[nH]c2=S)c(C)c1
(11) Cc1nc(-c2ccccc2)sc1C(=O)CSc1ccc(Cl)cc1
(12) CN(Cc1c(C(=O)N/N=C/c2c(F)cccc2Cl)nnn1-c1nonc1N)C1CCCCC1
(13) C[C@H]1CN(CCc2ccccc2)C(=O)[C@@H]1CC(=O)Nc1ccc(Br)cc1
(14) CC(=O)Nc1ccccc1OC(C)C(=O)N1CCC(C)CC1 (stereo unspecified)
(15) CC(C)C(NC(=O)c1ccccc1)C(=O)NC1CCCc2ccccc21 (stereo unspecified)
(16) COc1ccc(C(=O)N2CCOC2CNC(=O)C(=O)NCc2ccccc2Cl)cc1 (stereo unspecified)
Assay by compound	9	10	11	12	13	14	15	16
VHR inh abs	36	9	2	/	/	6	/	10
PrPC surface inh	-7	-4	-3	2	-1	8	4	6
Vc quorum ag	i	-0.4	i	-0.1	i	-0.3	-0.6	i
3CLpro inhibitor	6	0	0	/	/	-3	/	-3
TcdB inh	/	3.9	/	0.3	2.0	0.7	1.0	0.1
Y pestis TopoI	24	1	2	1	37	2	3	15
Rv3671c protease	0	-5	-6	/	/	0	4	-7
CCHF vOTU inh	-6	-9	8	-9	-1	-5	-9	-5
MazF activator	1	-9	-16	-7	9	-5	4	1
SSB-PriA inh	5	4	1	/	/	-12	0	4&-3

(17) O=C(Nc1ccccc1Sc1ccccc1)C1CCCO1 (stereo unspecified)
(18) O=C(N/N=C/c1coc2ccccc2c1=O)c1ccc(Cl)cc1
(19) C[C@@]12C(=O)N(c3cccc(Cl)c3)C(=O)N1[C@@H]1c3ccccc3OC[C@@H]1[C@H]2c1ccccc1
(20) O=C(Nc1ncc(C(F)(F)F)cc1Cl)c1ccc(S(=O)(=O)N2CCOCC2)cc1
(21) O=C(Nc1cc2c3c(c1)CC(=O)N3CCC2)c1ccccc1C(F)(F)F
(22) Cc1ccc(NC(=O)c2ncn(CC(=O)NCc3nc4ccccc4[nH]3)n2)cc1C
(23) Cc1c(C=O)c2ccccn2c1C(=O)c1ccccc1
(24) O=c1cc2c(nn1Cc1cccc([N+](=O)[O-])c1)-c1ccccc1CC2
Assay by compound	17	18	19	20	21	22	23	24
VHR inh abs	-16	-5	/	30	/	/	39	14
PrPC surface inh	-4	3	1	5	1	9	-11	4
Vc quorum ag	0.9	3.6	-0.7	-0.3	i	i	i	-0.9
3CLpro inhibitor	6	-2	/	4	/	/	6	5
TcdB inh	-0.7	0.7	-1.5	0.7	1.0	0.3	/	0.1
Y pestis TopoI	18	-5	15	5	6	-3	4	30
Rv3671c protease	3	-7	-2	16	3	/	-5	6
CCHF vOTU inh	13	-5	2	9	-1	2	14	7
MazF activator	5	-9	-1	15	1	7	5	2
SSB-PriA inh	-24	/	8	-9	-21	-12	-16	12

(25) CSCCC(NS(=O)(=O)c1ccc2c(c1)Cc1cc(S(=O)(=O)NC(CCSC)C(=O)O)ccc1-2)C(=O)O (stereo unspecified)
(26) O=C(Cc1ccccc1[N+](=O)[O-])NCCc1ccc(F)cc1
(27) CC[C@H](C)[C@@H]1NC(=O)c2cc([N+](=O)[O-])cc(F)c2NCCCC[C@@H](C(N)=O)NC(=O)[C@H](CCCCN)NC1=O
(28) CCOc1ccc(-n2cc(C(=O)c3cc(Cl)ccc3O)cc(C#N)c2=O)cc1
(29) C/C(=C\c1ccccc1)C(=O)Nc1nccs1
(30) O=C(c1ccc(Cl)nc1)N1CCN(C/C=C/c2ccccc2)CC1
(31) O=c1[nH]cc(N=Cc2cc(Cl)cc(Cl)c2O)c(=O)[nH]1
(32) COc1ccc(NC(=O)CC2C(=O)N(C)C(=S)N2Cc2ccco2)cc1 (stereo unspecified)
Assay by compound	25	26	27	28	29	30	31	32
VHR inh abs	12	23	-7	25	6	19	5	2
PrPC surface inh	-3	-7	-2	-2	11	1	-1	8
Vc quorum ag	i	-0.4	i	-0.3	-0.2	-0.3	-0.9	-0.8
3CLpro inhibitor	-2	-7	1	8	3	1	1	1
TcdB inh	-2.5	0.5	-6.2	-2.6	1.8	1.4	2.5	/
Y pestis TopoI	-1	1	-9	20	-2	14	-7	-11
Rv3671c protease	-5	3	7	-14	/	-4	-17	-9
CCHF vOTU inh	2	-18	19	-6	5	-11	-11	-6
MazF activator	-9	8	19	-7	-2	4	-15	2
SSB-PriA inh	4	-1	15	-2	-3	5	-5	0

(33) CN(C)S(=O)(=O)c1ccc(NC(=O)c2cc(-c3cccs3)nc3ccccc23)cc1
(34) O=C(CCS(=O)(=O)c1ccccc1)Nc1ccc2c(c1)C(=O)NC2=O
(35) Nc1nonc1-n1nnc(C(=O)N/N=C/c2ccccc2Cl)c1CSc1ccccc1
(36) O=C(Nc1nnc(C2=COCCO2)o1)c1cccc(Br)c1
(37) C=CCn1c(O)c(/C=C2/C=c3ccccc3=N2)c(=O)[nH]c1=S
(38) Cc1cccnc1NC(=O)CN1C(=O)c2ccccc2S1(=O)=O
(39) COC(=O)C1=C(C)NC(=O)/C1=C\c1cc(C)n(-c2cc(C)cc(C)c2)c1C
(40) C=CCNC(=O)C12CCC(C)(C(=O)[C@H]1Br)C2(C)C (stereo partly specified)
Assay by compound	33	34	35	36	37	38	39	40
VHR inh abs	-2	22	4	-4	10	/	-9	25
PrPC surface inh	-1	-1	3	-4	3	10	-2	0
Vc quorum ag	-0.1	-0.3	i	0.7	-0.2	i	i	-0.9
3CLpro inhibitor	2	2	9	-1	1	/	-1	-1
TcdB inh	0.9	0.4	-0.1	1.1	-0.3	0.2	/	2.7
Y pestis TopoI	1	-1	-2	4	-1	6	-4	0
Rv3671c protease	-38	-7	-18	0	-9	-3	12	7
CCHF vOTU inh	-22	-38	0	16	0	-3	6	-7
MazF activator	-13	-7	0	0	-43	8	11	5
SSB-PriA inh	-5	-3&-6	i	7	/	-5	3	-5

(41) CCN(CC)C(=O)c1ccccc1NC(=O)c1cccc(S(=O)(=O)N(CC)CC)c1
(42) COc1ccc(/C=C/C(=O)N(C)C2CCCCC2)cc1Br
(43) Cc1cc(Br)ccc1NC(=O)CN(C)C(=O)CCSc1ccc(F)cc1
(44) CC1(C)NC(=O)N(CCOc2ccc([N+](=O)[O-])cc2)C1=O
(45) Cc1cc2ccccn2c1C(=O)c1ccccc1F
(46) CC(=O)c1cccc(NC(=O)N2CCCC2C(=O)NCCC(C)C)c1 (stereo unspecified)
(47) O=C1CCCN1CCCNC(=S)Nc1ccc(F)c(Cl)c1
(48) Cc1cc(=O)[nH]c(SCCc2ccccc2)n1
Assay by compound	41	42	43	44	45	46	47	48
VHR inh abs	36	21	/	17	2	18	102	31
PrPC surface inh	8	10	11	-12	-6	-3	6	0
Vc quorum ag	-0.2	i	1.8	-0.6	-0.6	i	-0.2	-0.2
3CLpro inhibitor	2	4	/	4	-2	4	0	1
TcdB inh	0.3	0.8	0.4	0.5	1.4	/	-0.3	1.4
Y pestis TopoI	5	25	27	5	12	-5	4	3
Rv3671c protease	1	-4	-6	-1	0	-8	-6	-11
CCHF vOTU inh	12	21	-2	5	16	5	-2	-4
MazF activator	-8	3	0	1	2	7	6	5
SSB-PriA inh	-4	0	-13	-5	-26	-6	-8	1

(49) Cc1c(O)ccc2c(CN(C)Cc3ccccc3)cc(=O)oc12
(50) CCOC(=O)c1cnn(-c2ccccc2)c1NC(=O)CN1CCOCC1
(51) Cc1nn(-c2ccc(F)cc2F)c(=O)c2noc(C)c12
(52) Cn1c(C(O)c2ccccc2F)nc(Cl)c1Cl (stereo unspecified)
(53) CC(=O)Nc1ccc(NC(=O)CSc2nc3nc(-c4cccs4)cc(C(F)(F)F)c3c(=O)[nH]2)cc1
(54) N#C/C(=C\c1ccc([N+](=O)[O-])cc1)c1ccccn1
(55) COc1ccc(/C=C/C(=O)Nc2cc(S(=O)(=O)N3CCOCC3)ccc2OC)cc1
(56) COc1cc2cc(C(c3nnnn3C3CCCC3)N3CCCCC3)c(=O)[nH]c2cc1OC (stereo unspecified)
(57) Fc1ccc(-n2c(=S)[nH]c3cccnc32)cc1
Assay by compound	49	50	51	52	53	54	55	56	57
VHR inh abs	13	-8	9	9	0	11	/	-8	0
PrPC surface inh	-6	4	-4	0	8	-23	10	2	9
Vc quorum ag	i	i	-0.7	i	-0.2	/	0.9	i	i
3CLpro inhibitor	1	1	0	-3	3	-1	/	2	5
TcdB inh	-0.9	1.1	-0.1	/	-0.2	1.3	1.1	/	0.4
Y pestis TopoI	0	0	6	0	2	-4	10	17	-3
Rv3671c protease	7	6	6	11	-7	0	-4	3	-1
CCHF vOTU inh	-39	-19	-9	-5	-10	-8	-7	-17	-6
MazF activator	-4	2	6	-1	-18	12	1	4	-2
SSB-PriA inh	-5	-4	1	-20	-7	7	0	-12	-12

# From no. 1 as far as 6, copied from above:
(1) COc1ccccc1CNC(=O)C1CCCN(S(=O)(=O)c2ccc3c(c2)C(C)(C)C(=O)N3C)C1 (stereo unspecified)
(2) COc1ccc(C(=O)N2CCCC(C(=O)c3ccccc3OC)C2)cc1OC (stereo unspecified)
(3) COc1ccc(CC(=O)Nc2cc(Cl)ccc2N2CCCC2)cc1
(4) O=C(CN1C(=O)c2cccnc2Oc2ccc(Cl)cc21)NCCc1ccccc1
(5) Cc1cc(C(=O)COC(=O)c2cc(Cl)ccc2N)c(C)n1Cc1ccco1
(6) COc1ccc(-c2nnn3c2nc(NCc2ccccc2)c2ccccc23)cc1
Assay by compound	1	2	3	4	5	6
VHR inh abs	17	-26	10	13	4	6
PrPC surface inh	0	4	-2	0	8	-2
Vc quorum ag	-0.2	-0.2	-0.5	-0.1	-0.2	0.6
3CLpro inhibitor	1	-2	5	-4	2	0
TcdB inh	-0.6	1.5	0.8	-0.1	0.1	1.0
Y pestis TopoI	16	5	29	15	2	-10
Rv3671c protease	-4	-10	10	-4	-7	1
CCHF vOTU inh	3	4	11	6	0	-12
MazF activator	6	5	4	-7	0	-3
SSB-PriA inh	-9	-13	10	-7	-1	-4

# Screening data: PubChem, several laboratories
